Bioassay records: PubChem, several laboratories
DAX1 inh-1: NR0B1 (DAX1) inhibition. P51843. inhibition, % at 6.75 µM. HEK293 Gal4-DAX1 luciferase reporter, luminescence. AID 504766. 0.99% of 340,000 active;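 active = inhibition above the mean over all tested compounds plus 3 SD, cut at about 4.2% in these data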;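 also: 0% = DAX1-transfected cells with DMSO and 100% = empty-vector control cells with DMSO; inhibition shows as a rise in luminescence from relieved DAX1 repression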
Target sequence (P51843 207-470 limits assumed): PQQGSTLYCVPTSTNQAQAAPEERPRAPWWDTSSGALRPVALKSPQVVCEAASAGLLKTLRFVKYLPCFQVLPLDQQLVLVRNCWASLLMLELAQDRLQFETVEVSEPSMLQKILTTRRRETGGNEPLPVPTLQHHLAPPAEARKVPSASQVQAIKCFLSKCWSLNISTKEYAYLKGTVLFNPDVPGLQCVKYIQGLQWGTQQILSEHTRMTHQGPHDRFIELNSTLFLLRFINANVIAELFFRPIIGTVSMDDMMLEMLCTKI
DAX1 inh-2: inhibitors of DAX1 repression of SF-1 activated StAR promoter | HEK293T StAR-luciferase reporter, SF-1/DAX-1 repression relief | inhibition, % at 6.8 µM | 1.1% of 370,000 active | AID 652010;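 active = inhibition above the mean over all tested compounds plus 3 SD, cut at about 3.6% in these data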;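 also: 0% = DAX-1 cells with DMSO and 100% = cells lacking DAX-1 with DMSO; higher inhibition means more luminescence from relief of DAX-1 repression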
ssDAF12 agonist: activates DAF-12 receptor from parasite S. stercoralis; HEK293 ssDAF-12/GRIP1 lit1-tk-luc reporter, luminescence; % of 3 µM dafachronic acid response; activation, % at 6.8 µM; 1% of 370,000 active;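 active = activation above the mean over all tested compounds plus 3 SD, cut at about 0.9% in these data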;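 also: 0% = DMSO-only wells and 100% = 3 µM delta7-dafachronic acid wells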
hcDAF12 agonist: H. contortus DAF-12 activation, primary screen | activation, % at 6.8 µM | 1.4% of 370,000 active | AID 652067 | HEK293 hcDAF-12 lit1-tk-luc reporter, luminescence; 0% DMSO, 100% Δ7-dafachronic acid;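 active = activation above the mean of all tested compounds plus 3 SD, cut at about 5.5% in these data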;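 also: 100% = response to 3 µM Δ7-dafachronic acid high control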
hgDAF-12 ag: agonists of H. glycines DAF-12 nuclear receptor; HEK293 GAL4-hgDAF12 UAS-luciferase reporter, agonist luminescence; normalized to butyrate control; activation, % at 6.8 µM; 1.8% of 370,000 active; AID 687014;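 active = activation above a cutoff set at the mean of all screened compounds plus 3 SD, cut at about 10% in these data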;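 also: 0% = DMSO wells and 100% = sodium butyrate wells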
GC-B act: GC-B (human) receptor activation; AID 1920062; P20594; HEK293-GC-B cells, CNP EC30, cGMP TR-FRET; 0% at EC30 CNP, 100% saturating CNP; 0.11% of 370,000 active; activation, % at 10 µM;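 active = activation at 10 µM reaching about 35% in either raw or pattern-adjusted values, limit read from the data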
GC-A act: GC-A (human) enzyme activation; HEK293 GC-A cells, cGMP TR-FRET, EC30 ANP; 0% at EC30 ANP, 100% saturating ANP; activation, % at 10 µM; 0.14% of 370,000 active; P16066; AID 1671463; in the data active = activation above about 40%
SMARCA2 act: increases SMARCA2 function in MMTV reporter cells; activation, % at 9.1 µM; 1% of 370,000 active; AID 652017; MG213 cells, MMTV-luciferase reporter, dexamethasone, overnight; in the data active = activation above about 7.8%;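 also: 0% = vehicle wells and 100% = reference activator wells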
GAA850 FXN act: activators of GAA850 frataxin (FXN) promoter; HEK293 lucGAA850 FXN promoter luciferase reporter, 24 h; percent of 10 µM SAHA response; activation, % at 6 µM; 0.56% of 360,000 active;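 active = activation above the average of all compounds screened plus 3 SD, cutoff fixed separately per campaign, cut at about 7.5% in these data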;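 also: 0% = DMSO wells and 100% = 10 µM SAHA wells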
sPLA2-III inh: Inhibits HGIII-sPLA2 liposome hydrolysis, primary screen; Q9NZ20; QFRET BODIPY PC-A2 liposome hydrolysis, fluorescence; inhibition, % at 12.2 µM; 0.56% of 370,000 active;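 active = inhibition above mean plus 3 SD of compounds lying within the high and low control bounds, cut at about 19% in these data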;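 also: 0% = median of test compound wells and 100% = no enzyme DMSO wells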
Target sequence (Q9NZ20 whole entry, looked up): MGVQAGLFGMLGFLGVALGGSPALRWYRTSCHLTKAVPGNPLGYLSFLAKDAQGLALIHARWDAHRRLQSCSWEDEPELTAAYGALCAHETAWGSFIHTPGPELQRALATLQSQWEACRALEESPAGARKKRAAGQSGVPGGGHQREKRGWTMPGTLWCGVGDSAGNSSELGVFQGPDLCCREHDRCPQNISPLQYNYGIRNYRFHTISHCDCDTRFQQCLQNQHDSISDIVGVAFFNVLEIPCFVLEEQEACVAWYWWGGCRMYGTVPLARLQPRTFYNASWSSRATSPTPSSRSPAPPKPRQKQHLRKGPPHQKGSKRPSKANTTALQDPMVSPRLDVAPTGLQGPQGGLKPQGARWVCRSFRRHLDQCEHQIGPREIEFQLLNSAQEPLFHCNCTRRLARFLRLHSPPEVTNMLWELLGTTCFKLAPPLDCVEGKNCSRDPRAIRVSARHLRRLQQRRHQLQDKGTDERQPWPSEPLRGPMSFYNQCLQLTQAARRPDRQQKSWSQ
KLK7 zymogen act: activates the human kallikrein-7 zymogen | P49862 | purified proKLK7, EDANS-DABCYL substrate fluorescence; 100% is mature enzyme control, 0% vehicle | activation, % at 7 µM | 0.9% of 370,000 active;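 active = activation above the mean of all tested compounds plus 3 SD, computed per campaign excluding outliers beyond control limits, cut at about 13% in these data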
Target sequence (P49862 whole entry, looked up): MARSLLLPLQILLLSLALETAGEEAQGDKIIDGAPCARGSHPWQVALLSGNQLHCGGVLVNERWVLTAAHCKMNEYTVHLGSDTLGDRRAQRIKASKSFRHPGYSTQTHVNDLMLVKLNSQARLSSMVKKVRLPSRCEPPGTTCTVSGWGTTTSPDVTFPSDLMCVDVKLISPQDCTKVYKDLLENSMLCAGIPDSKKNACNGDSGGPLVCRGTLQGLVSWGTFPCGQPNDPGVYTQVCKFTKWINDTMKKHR
An asterisk follows results filed as active; x = not tested or not shown.

SMILES	DAX1 inh-1	DAX1 inh-2	ssDAF12 agonist	hcDAF12 agonist	hgDAF-12 ag	GC-B act	GC-A act	SMARCA2 act	GAA850 FXN act	sPLA2-III inh	KLK7 zymogen act
CC(=O)c1ccccc1NC(=O)COC(=O)CN1C(=O)C2CCCCC2C1=O (stereo not given)	1.3	1.0	-0.4	1.1	1.4	-3	0	-3	0.9	-4	0.4
COc1ccccc1NC(=S)N1CCn2cccc2C1c1cccnc1 (stereo not given)	-1.2	-0.9	-1.3	-0.4	1.9	3	0	-6	1.4	1	0.7
Cc1cccc(C(=O)NNC(=O)c2ccccc2-n2cccc2)c1	2.5	1.1	-1.6	1.4	2.1	1	-1	-3	0.9	-2	0.2
Cc1ccc(S(=O)(=O)N2[C@@H](c3ccc(Cl)cc3)C(C(=O)O)=CC[C@H]2c2ccc(C(C)C)cc2)cc1	0.9	0.2	-0.7	-2.3	-0.7	3	-5	0	-0.9	-48	0.1
COC(=O)[C@]12C[C@H](CC(=O)NCc3ccc(C)o3)C(=O)N(Cc3ccco3)C1=C[C@H](C(C)(C)C)O[C@@H]2C	x	-0.8	-0.6	-2.6	1.9	-20	-19	-1	x	0	0.3
CCNC(=O)C(=O)Nc1ccc(OC)c(Cl)c1	0.8	0.1	-1.1	2.5	-1.2	2	-1	0	0.0	-2	-0.2
Cc1nc2scc(C)n2c(=O)c1S(=O)(=O)NCc1ccccc1	-0.3	2.6	0.0	-1.0	0.0	2	3	-1	-1.8	-1	1.4
COC(=O)c1cc(-c2ccccc2)sc1NC(=O)CN1C(=O)c2ccccc2C1=O	2.2	-0.4	-0.3	1.0	1.9	0	4	-3	-0.3	1	-0.3
O=C(N/N=C1/CC2CCC1C2)c1cc2ccccc2cc1O (stereo not given)	-0.2	0.6	-1.1	-0.4	0.8	2	5	2	1.0	6	-0.8
Cc1ccc(Oc2ncc(-c3ccc(Cl)cc3)cn2)cc1	1.9	0.8	-0.9	-1.7	0.2	2	0	1	0.2	6	0.1
COc1ccc(NS(=O)(=O)c2ccc(NC(=O)C3CC3)cc2)cc1	-0.4	-4.7	-1.3	-1.9	-0.7	-1	-1	0	-0.1	-15	-0.1
COc1ccc(-c2cccc3[nH]c4c(c23)CCN2C(=O)[C@H]3[C@H](C)ON(C)[C@H]3C[C@@H]42)cc1	x	-1.2	-0.8	-2.2	-3.2	6	2	3	x	-13	-36
CN(CC(=O)Nc1c(Cl)cccc1Cl)C(=O)CCC(=O)c1ccccc1	2.1	-0.2	-0.9	-1.1	-1.2	4	4	-3	-2.3	15	-0.3
Cn1c(SCC(=O)Nc2ccc(F)cc2)nc2c([nH]c3ccccc32)c1=O	0.3	0.6	-1.0	1.0	1.8	-6	16	-5	-2.9	11	-0.4
Cc1cccc(NS(=O)(=O)c2nnc(NC(=O)C3CCCCC3)s2)c1	-0.7	-1.3	-0.7	1.4	0.9	0	-1	-1	-1.1	-28	0.3
COc1ccc(/C=N/Nc2ncc(-c3ccccc3)cn2)c(OC)c1	-0.8	-0.2	-1.5	-2.2	-1.0	5	0	-1	-4.8	-1	-4.5
CCc1ccc(N(C(=O)c2snc(C(N)=O)c2N)C(C(=O)NCC2CCCO2)c2cccs2)cc1 (stereo not given)	-0.1	0.5	-0.1	-0.6	4.3	-2	-6	-1	3.1	-8	-0.2
O=C(Cc1ccccc1)Nc1ccc(N2CCOCC2)cc1N1CCOCC1	0.4	0.7	-1.1	1.5	-3.2	-1	-4	-3	2.3	9	0.1
COc1ccc(Cn2cc(CN3[C@H](Cc4ccccc4)COc4cc(Br)ccc4S3(=O)=O)nn2)cc1	x	-1.4	-1.1	-2.6	1.3	0	1	-2	x	0	0.6
Cc1ccccc1-c1nnc2c3ccccc3c(C)nn12	0.1	-0.3	-0.9	-2.2	-0.6	-1	0	3	2.0	7	0.1
Cn1cnc([N+](=O)[O-])c1Sc1nnc(-c2cccnc2)n1C	0.1	-0.8	-1.4	-2.4	0.3	4	3	1	1.9	0	-0.6
O=[N+]([O-])c1ccc(/C=N/Nc2nc(N3CCCC3)nc(N3CCCC3)n2)o1	-1.8	-0.9	-1.1	-0.3	-4.4	2	-1	-3	2.9	-7	-0.1
O=C(C1CC(=O)N(c2ccc(Cl)cc2)C1)N1CCOCC1 (stereo not given)	-0.2	0.1	-1.5	-1.6	1.0	0	2	-3	1.3	-3	0.7
Cc1cc(C)n2c3c(c(C#N)c2n1)CCCC3	0.0	0.3	-1.1	0.4	-0.6	-4	3	-8	0.5	6	-1.0
C=CCNS(=O)(=O)c1nc(C)c(Cl)c(C)c1C#N	0.6	-0.3	-1.7	1.0	1.2	4	0	-2	-0.9	-1	-0.9
CC(=O)c1nn(-c2cccc(Br)c2)cc1C(=O)c1ccc2ccccc2c1	3.1	0.8	-0.5	0.3	-1.1	2	3	0	-0.1	6	0.3
C=CCn1c(=O)c2ccccc2n2c(SCC(=O)Nc3cc(C)on3)nnc12	-0.2	-1.0	-1.5	-2.2	0.1	3	-2	-3	-1.2	9	-1.1
COc1cccc(-c2nc(-c3ccc(NC(=O)c4cccnc4)cc3)no2)c1	-0.5	-0.7	-0.9	0.3	-0.3	3	-1	0	1.6	3	-0.2
CC1Oc2ccccc2N(CC(=O)Nc2ccc(F)cc2)C1=O (stereo not given)	-0.3	-0.3	-1.3	-0.8	-2.2	4	-2	-1	-0.2	2	0.3
O=C(c1ccccc1)c1cc([N+](=O)[O-])ccc1N1CCOCC1	-1.6	0.8	0.2	0.4	-3.3	-8	-6	-3	-2.5	5	0.9
COc1ccc(S[C@]2(C(=O)N3CCN(C(C)=O)CC3)CC(=O)N(C(=O)/C=C/c3ccccc3)[C@@H]2c2ccc(OC)cc2)cc1	x	-2.9	-0.7	-3.3	-1.8	15	2	-2	x	6	-0.2
N#Cc1c(C(F)(F)F)cc(-c2ccccc2)[nH]c1=O	0.1	0.7	-0.5	-0.5	-0.3	1	0	0	-1.8	-14	25*
CCNc1nnc(CSc2nc3ccccc3s2)s1	1.0	0.1	0.0	0.8	3.0	2	1	1	1.7	-5	-0.6
COc1ccc(OC)c(-n2c(SCC(C)=O)nnc2-c2cccc(S(=O)(=O)N(C)C)c2)c1	-1.9	-0.3	-1.0	0.1	1.4	-3	-3	2	2.5	-30	0.4
CSc1ccc(/C=N/Nc2nc(C)cc(C)n2)cc1	0.8	0.8	-2.0	-1.8	-1.6	-3	6	-2	1.7	-4	0.4
Cn1cnc(S(=O)(=O)N2CCCCC2c2cc(C(=O)Nc3ccccc3Cl)no2)c1 (stereo not given)	x	-0.9	-0.6	-1.0	1.4	-2	-1	-6	-0.2	-6	-0.8
COc1cccc(-n2nnnc2SCC(=O)NCc2ccc3c(c2)OCO3)c1	-0.9	-0.8	-1.7	-0.7	-2.1	-4	0	-4	-3.0	7	0.2
COc1ccc(CNC(=O)c2ccccc2NS(C)(=O)=O)cc1	2.7	-0.1	-1.3	-0.2	-1.0	8	0	1	1.2	5	-2.5
O=C(Nc1ccccc1Br)c1ccccc1-c1ccccc1	-2.5	-2.4	-1.6	-2.9	-2.4	-8	-6	-2	-4.2	0	0.5
CC(C)=CCC/C(C)=C/CNC(=O)CC1C[C@H](C(=O)N(C(C)C)C(C)C)[C@@]2(C)c3[nH]c4ccccc4c3CCN2C1=O (stereo not given in full)	-0.8	0.6	-0.2	-0.5	0.8	-7	-10	1	0.6	-2	0.2
CCOc1ccc(CNC(=O)CCC(=O)N2Cc3ccccc3Oc3ncccc32)cc1	-0.1	0.1	-0.8	2.6	-0.5	1	-6	-2	-0.4	4	-0.7
COCCCN(Cc1cccs1)S(=O)(=O)c1csc(C(N)=O)c1	0.6	-0.2	-0.7	-1.2	1.2	2	0	4	1.3	3	0.3
CN(C)CCNC(=O)C(=O)NCC1CCCN1S(=O)(=O)c1cccs1 (stereo not given)	-0.2	-0.3	-0.7	-1.4	-0.9	0	2	-1	-1.6	5	-0.1
O=C1N=C(N2CCN(Cc3ccccc3)CC2)S/C1=C/c1cccs1	x	-0.2	-1.1	-0.8	2.4	-4	-2	1	1.3	-5	0.7
Cc1cc(N)n(-c2ccc(S(=O)(=O)c3ccc(C(C)C)cc3)cc2)n1	-0.3	-0.3	-1.0	0.0	1.5	-1	0	1	0.5	0	-0.3

Complete entries as entered above. Order of screens: DAX1 inh-1	DAX1 inh-2	ssDAF12 agonist	hcDAF12 agonist	hgDAF-12 ag	GC-B act	GC-A act	SMARCA2 act	GAA850 FXN act	sPLA2-III inh	KLK7 zymogen act
Shown for CSc1ccc(/C=N/Nc2nc(C)cc(C)n2)cc1 : 0.8	0.8	-2.0	-1.8	-1.6	-3	6	-2	1.7	-4	0.4
Shown for CCNc1nnc(CSc2nc3ccccc3s2)s1 : 1.0	0.1	0.0	0.8	3.0	2	1	1	1.7	-5	-0.6

(continued)
SMILES	DAX1 inh-1	DAX1 inh-2	ssDAF12 agonist	hcDAF12 agonist	hgDAF-12 ag	GC-B act	GC-A act	SMARCA2 act	GAA850 FXN act	sPLA2-III inh	KLK7 zymogen act
Cc1cc(-c2nc(C)c(-c3nnc(SCC(=O)Nc4ccccc4)n3C)s2)no1	-0.4	0.1	-1.8	-1.7	2.4	1	-3	-1	0.0	-1	0.1
Cc1nc(SCC(=O)N2CCNC2=O)c(C#N)c(C)c1C	1.3	0.6	-0.8	-1.8	-1.9	5	0	-3	1.8	18	0.9
CCCCCCCCN1C(=O)[C@@H](CC(=O)N2CCC(c3ccccc3)CC2)C[C@@]2(C(=O)OC)C1=C[C@H](COCc1ccccc1)O[C@@H]2C	x	-0.3	-0.8	-0.3	1.8	9	-5	-1	x	-14	-0.1
O=C(NC1C2CC3CC(C2)CC1C3)c1ccc(N2CCNCC2)c([N+](=O)[O-])c1 (stereo not given)	-1.9	0.0	-1.2	-0.8	0.2	0	-2	-2	2.3	4	-0.7
Cc1ccc(C(=O)CNc2ccc(C)c(Cl)c2)cc1	0.7	0.6	-1.3	0.1	-0.7	3	3	3	3.8	18	0.1
Cc1ccc(C(=O)Nc2ccccc2C(=O)O)cc1S(=O)(=O)NCc1ccccc1	3.5	0.3	-1.5	-0.8	-1.3	5	2	2	2.1	-30	0.2
O=C(COC(=O)CN1C(=O)COc2ccccc21)NCc1ccc(F)cc1	-1.4	0.3	-0.2	-0.7	3.3	3	1	0	0.1	4	-0.1
CCCc1nn2c(=O)c(C(c3cccc(Cl)c3)c3c(O)nc4sc(CCC)nn4c3=O)c(O)nc2s1	-0.3	-0.1	-1.4	-0.9	-0.7	4	-2	2	-0.3	-2	0.6
CCc1ccc2nc(SCC(=O)Nc3nnc(C)s3)c(C)cc2c1	0.3	0.4	-1.4	3.3	-1.9	-1	0	-1	0.7	-1	0.3
COc1ccc(OCc2cc(C(=O)N3CCC(c4ccccc4)CC3)no2)c(Cl)c1	0.0	2.7	-1.1	0.5	7.1	-3	0	2	4.8	3	0.1
CC(C)c1ccccc1NC(=S)NC(=O)C1CCCCC1	0.7	0.0	-1.6	-1.4	-1.3	6	-2	2	0.1	10	-0.4
Cc1ccc2nc(CCc3nc4ccc(C)cc4o3)oc2c1	-1.0	-1.1	-1.6	1.0	-0.3	-1	1	-2	-0.5	0	-1.3
COC(=O)CCCCCCCC(=O)Nc1nnc(C(F)(F)F)s1	6.1*	0.0	-1.1	-1.0	-1.9	0	0	1	-0.9	-2	0.0
